Assay outcomes from PubChem BioAssay.
CHO parental Ca: ATP-evoked calcium signal inhibitors, parental CHO, primary screen, counter-screen for OX1R antagonist project, cell-based, fluorescence, Fluo-8 calcium dye | parental CHO-K1, ATP-induced calcium, Fluo-8 fluorescence | inhibition, % at 5.6 µM | 330,000 tested, 0.63% active | AID 463079, 2010;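 active means inhibition above that plate's mean sample inhibition plus 3 SD, cut at about 26% in these data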;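 further: 0% = ATP-challenged DMSO wells and 100% = DMSO wells without ATP; some compounds past the cut are filed as inactive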
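Assay system: parental CHO cells; Read-out basis: percent inhibition of ATP-evoked calcium rise, normalized to controls; Benchmarks: ATP and no-ATP DMSO wells; Compound dosing: single nominal dose of 5.6 µM per compound; Signal: Fluo-8 calcium dye fluorescence; Also added: ATP as calcium-mobilizing challenge; Repeats: singlicate.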
M1 ag parental: counter-screen for M1 agonists: effect in parental CHO-K1 cells | Fluo-8 calcium fluorescence; scaled to maximal ATP response, vehicle zero | AID 602248, 2012 | activation, % at 3 µM | 360,000 tested, 0.48% active; in the data active means activation above about 15%;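 further: untransfected CHO-K1 host cells lacking M1 receptor as counterscreen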
OXTR potentiate: human OXTR potentiators, primary screen, fluorescence, CHO-OTR cells, Fluo-8 calcium; Fluo-8 calcium fluorescence, potentiator mode; 0% = oxytocin EC15, 100% = EC100; activation, % at 3 µM; 320,000 tested, 0.061% active; AID 2445, 2010;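 active means activation above that plate's cutoff, the mean activation of tested compounds plus 3 SD, cut at about 6.6% in these data, passing the limit was not always enough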;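 further: 100% uses oxytocin at 75 nM as the full agonist control; some results filed as inactive read as strong as hits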
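Assay system: CHO cell line stably expressing human OTR | Also added: Oxytocin at about EC15, sub-maximal agonist stimulus | Times: Compound 6 min at room temperature before oxytocin, 100 s read | Measured by: Fluo-8 intracellular calcium fluorescence, ex 470-495, em 515-575 nm | Controls: EC15 oxytocin alone as 0%, 75 nM oxytocin as 100%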
CHO-K1 Ca antag: nonselective inhibitor or artifact in parental CHO-K1 cells; 360,000 tested, 0.6% active; inhibition, % at 3 µM; ATP-induced calcium, Fluo-8 fluorescence; AID 602250;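 active means inhibition above a per-plate cutoff, the plate's mean sample inhibition plus 3 SD, cut at about 24% in these data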;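 further: 0% = DMSO plus EC80 ATP and 100% = DMSO alone without ATP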
OXTR ag: human OXTR agonists, primary screen, fluorescence, CHO-OTR cells, Fluo-8 calcium; Oxytocin receptor (Homo sapiens), P30559; Fluo-8 calcium fluorescence; normalized: DMSO 0%, oxytocin 100%; AID 2435, 2010; 320,000 tested, 0.32% active; activation, % at 3 µM;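 active means activation above the mean of all tested compounds plus 3 SD, cutoff set per screening run, cut at about 20% in these data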;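 further: peak over basal fluorescence ratio from a 100 s FLIPR kinetic read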
GPR7 antagonist: GPR7 receptor antagonists, primary screen, cell-based, fluorescence, single concentration; AID 1861, 2009; Neuropeptides B/W receptor type 1 (Homo sapiens), P48145; inhibition, % at 4.4 µM; 290,000 tested, 1.1% active; GPR7-expressing cells, fluorescence antagonist assay; in the data active means inhibition above about 16%, passing the limit was not always enough;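 further: cells stimulated with the agonist NPW; 0% = agonist with vehicle and 100% = vehicle without agonist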
Target sequence (P48145 whole entry, looked up): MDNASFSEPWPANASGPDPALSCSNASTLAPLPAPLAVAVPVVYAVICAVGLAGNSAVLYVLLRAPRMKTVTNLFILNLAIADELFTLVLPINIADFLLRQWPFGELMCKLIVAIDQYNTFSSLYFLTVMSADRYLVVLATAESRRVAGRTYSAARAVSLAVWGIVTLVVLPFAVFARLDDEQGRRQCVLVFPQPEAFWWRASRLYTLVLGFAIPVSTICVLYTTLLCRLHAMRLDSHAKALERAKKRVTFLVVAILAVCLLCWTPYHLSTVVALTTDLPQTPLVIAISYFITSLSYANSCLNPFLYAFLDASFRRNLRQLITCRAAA
TAAR1 antag: human TAAR1 antagonists, primary screen, Fluo-8 calcium fluorescence, CHO RD-HGA16 cells; AID 624466, 2012; Trace amine-associated receptor 1 (Homo sapiens), Q96RJ0; antagonist; 360,000 tested, 1.5% active; inhibition, % at 3 µM;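 active means inhibition above a per-plate cutoff, the mean inhibition of test compounds on that plate plus 3 SD, cut at about 49% in these data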;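 further: 0% = DMSO plus EC80 beta-PEA response and 100% = DMSO alone without agonist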
Target sequence (Q96RJ0 whole entry, looked up): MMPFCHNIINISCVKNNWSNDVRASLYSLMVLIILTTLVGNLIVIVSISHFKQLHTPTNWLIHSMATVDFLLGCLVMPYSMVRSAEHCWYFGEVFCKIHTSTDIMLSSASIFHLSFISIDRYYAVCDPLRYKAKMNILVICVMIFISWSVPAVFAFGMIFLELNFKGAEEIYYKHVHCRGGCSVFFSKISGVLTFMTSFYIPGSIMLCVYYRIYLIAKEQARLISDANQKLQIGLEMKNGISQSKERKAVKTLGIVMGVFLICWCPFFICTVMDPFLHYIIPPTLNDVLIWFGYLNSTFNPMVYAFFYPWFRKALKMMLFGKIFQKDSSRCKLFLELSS
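System: RD-HGA16 CHO cells with stable hTAAR1 and Gα16 | Probe or stimulus: EC80 β-phenethylamine stimulus | Dosing: 3 µM, single point | Times: Dye loading 75 min at 37 °C, then 30 min room temperature | Measured by: Fluo-8 calcium-sensitive fluorescence | Read-out basis: % inhibition of agonist calcium response | Replicates: n of 1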
V1aR counter: agonists of human V1a receptor, primary screen, counter-screen for OXTR agonist project, fluorescence, CHO-V1R cells; Fluo-8 calcium fluorescence, agonist mode; 0% DMSO, 100% 3 nM vasopressin; 320,000 tested, 0.25% active; activation, % at 3 µM; AID 2797, 2010; Vasopressin V1a receptor (Homo sapiens), P37288;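 active means activation above the mean activation of all tested compounds plus 3 SD, per screening run, cut at about 20% in these data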;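 further: signal is peak over basal fluorescence ratio across a 100 second FLIPR read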
Target sequence (P37288 whole entry, looked up): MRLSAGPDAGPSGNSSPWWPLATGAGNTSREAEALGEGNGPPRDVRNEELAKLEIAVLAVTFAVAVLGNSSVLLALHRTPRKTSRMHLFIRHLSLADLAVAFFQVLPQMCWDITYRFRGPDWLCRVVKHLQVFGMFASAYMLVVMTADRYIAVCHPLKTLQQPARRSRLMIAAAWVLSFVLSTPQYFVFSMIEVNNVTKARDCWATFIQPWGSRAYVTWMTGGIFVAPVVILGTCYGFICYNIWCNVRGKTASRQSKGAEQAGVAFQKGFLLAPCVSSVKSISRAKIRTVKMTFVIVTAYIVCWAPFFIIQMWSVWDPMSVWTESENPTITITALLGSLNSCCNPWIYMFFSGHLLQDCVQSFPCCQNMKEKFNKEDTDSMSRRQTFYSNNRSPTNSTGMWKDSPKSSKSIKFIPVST
CHO-K1 Ca PAM: nonselective calcium activators in parental CHO-K1 cells, primary screen, counter-screen for M1 PAM project, cell-based, Fluo-8 calcium fluorescence, full deck, 1536-well | ATP EC20; 0% at ATP EC20, 100% at ATP max | activation, % at 3 µM | 360,000 tested, 0.02% active | AID 602247, 2012;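 active means activation above the run cutoff, the mean activation of all test compounds plus 3 SD, cut at about 40% in these data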;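 further: peak over basal fluorescence ratio in a 140 s read after ATP addition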
The depositor's hits bear a star; x = not tested or not shown.

nr	Structure	GPR7 antagonist	OXTR potentiate	V1aR counter	TAAR1 antag	OXTR ag	CHO-K1 Ca antag	CHO-K1 Ca PAM	M1 ag parental	CHO parental Ca
1	CCN(CC)S(=O)(=O)c1ccc(O)c(C(=O)OCC(=O)N2CCCC2)c1	-7	3	0.8	-13	0.6	-5	7	0.7	-10
2	O=C(C1COc2ccccc2O1)N1CCN(c2ccc(C(F)(F)F)cn2)CC1 (stereo not drawn)	x	-10	2.7	-4	1.5	5	12	24*	-17
3	Cc1ccccc1C(=O)NNC(=S)NC(=O)c1ccccc1	2	-9	40*	55*	53*	5	-13	55*	-2
4	CN(CCNC(=O)C1CCN(S(=O)(=O)c2cnc[nH]2)CC1)Cc1ccccc1	-10	-7	0.1	-3	-0.4	8	6	-0.2	-5
5	CCCc1ccc(NC(C)C(=O)Nc2ccc(S(=O)(=O)N3CCOCC3)cc2)cc1 (stereo not drawn)	x	x	x	14	x	-1	16	6.5	x
6	Cc1nc2sc(C(c3ccc(Br)cc3)N3CC(C)OC(C)C3)c(O)n2n1 (stereo not drawn)	5	-10	0.6	12	-0.3	3	9	0.2	-10
7	O=C(COC(=O)C1CCN(S(=O)(=O)c2ccc3c(c2)OCCO3)CC1)Nc1ccc(C(F)(F)F)cc1	-4	-6	1.0	7	0.6	24*	-16	1.6	-1
8	O[C@H]1CN(CC2CCCCC2)[C@@H](c2ccccc2)C[C@@H]1n1cc(C2CC2)nn1	x	x	x	-9	x	-4	17	1.0	x
9	CCOc1ccc(N2CC(C(=O)Nc3ccc(S(=O)(=O)N4CCOCC4)cc3)CC2=O)cc1 (stereo not drawn)	-1	0	0.3	-15	1.2	-8	21	0.4	-6
10	Cc1ccc(C(=O)NCCCNC(=O)Cc2ccccc2)cn1	-1	-7	0.0	-14	0.8	-19	21	2.1	-6
11	Cc1ccccc1-n1c(Cn2c(=O)sc3ccccc32)nnc1SCC(N)=O	-5	1	-0.4	-8	0.0	-5	4	0.0	-7
12	O=C(Nc1cnccn1)C1c2ccccc2Oc2ccccc21	8	0	0.2	-21	-0.9	-9	23	1.0	-11
13	CCCc1ccc2oc(C(=O)N3CCC(N4CCCC(O)C4)CC3)c(C)c2c1 (stereo not drawn)	-7	-4	0.5	9	0.0	-18	23	0.2	-26
14	CCn1nnnc1SCC(=O)c1cc(OC)ccc1OC	0	2	0.1	-14	0.5	-6	18	0.6	3
15	CCc1nnc(NC(=O)CSc2nnc(-c3ccco3)o2)s1	-17	-15	0.7	0	0.0	-15	29	1.4	11
16	O=C(c1cccnc1)N1CCN(C(=O)c2cccs2)CC1	0	-13	1.1	10	9.3	-12	13	0.5	11
17	COc1ccc(CC(=O)NC2CCS(=O)(=O)C2)cc1 (stereo not drawn)	x	-6	0.3	-14	-0.1	-10	10	1.0	-1
18	Cc1sc2nc(CC(=O)NN)[nH]c(=O)c2c1C	-15	-5	4.6	-32	3.3	-7	11	4.5	-14
19	COc1ccc(CCn2c(=N)c(C(=O)NCC3CCCO3)cc3c(=O)n4ccccc4nc32)cc1 (stereo not drawn)	-9	-8	1.5	-18	1.3	-10	17	0.5	-17
20	CC(C)(C)NC(=O)C(=O)NNC(=O)c1ccccc1Br	-1	-6	-0.5	3	0.1	0	-3	9.4	-6
21	CCc1nnc(NC(=O)C2CCCN2S(=O)(=O)c2ccccc2)s1 (stereo not drawn)	-5	0	-0.1	-9	-0.3	-17	1	-0.2	-17
22	CC(C)(C)OC(=O)N1CCCC(C(=O)CC#N)C1 (stereo not drawn)	-1	-3	-0.6	18	-0.9	-11	11	0.3	-24
23	COc1ccc(-c2csc(NC3CCCCC3)n2)c(OC)c1	-3	-5	0.1	-8	-0.2	-4	-8	0.1	-3
24	CC(C)Oc1ccc(CN2CCC2(C)C(=O)Nc2cccc3cccnc23)cc1 (stereo not drawn)	x	x	x	-47	x	7	-14	0.1	x
25	COc1ccc(NC(=O)Cc2ccccc2F)cn1	-10	-2	0.0	-17	0.4	-7	11	0.5	2
26	CCCCC(=O)Nc1cc(NC(=O)CCCC)cc(C(=O)O)c1	-4	4	1.1	4	0.9	-26	17	0.5	-2
27	CCN1C(=O)C(O)(CC(=O)/C=C/C=C/c2ccccc2)c2ccccc21 (stereo not drawn)	-12	-11	6.9	-18	4.5	-17	19	1.7	-2
28	O=C(NCC1CCCN(Cc2ccc3nonc3c2)C1)c1cccc(C(F)(F)F)c1 (stereo not drawn)	15	-19	-0.2	7	-2.0	-8	22	0.0	-32
29	N#CCCN(Cc1ccccc1)C(c1ccnc2ccccc12)c1nnnn1-c1ccc2c(c1)OCCO2 (stereo not drawn)	x	x	x	24	x	-2	-2	0.8	x
30	Cc1csc(NC(=O)CSc2nnc(-c3ccoc3C)n2CCc2ccccc2)n1	-4	-4	1.3	23	0.6	0	4	0.5	-17
31	CSc1ccc(/C=C/C(=O)OCC(=O)N2CCN(S(=O)(=O)c3ccc(C)cc3C)CC2)cc1	x	-9	5.8	17	10	-10	8	3.8	-3
32	Cc1ccc(-c2cnc(C(O)c3cc(Cl)cc(Cl)c3)[nH]2)cc1 (stereo not drawn)	x	x	x	48	x	-2	-1	1.1	x
33	Cc1cc(C)nc(N/N=C/C(Cl)=C/c2ccccc2)n1	-7	1	0.1	x	-0.5	-15	-4	0.9	-8
34	CC(C)(C)c1ccc(-n2ncc3c2CCCC3NC(=O)CCN2CCCCC2=O)cc1 (stereo not drawn)	3	-11	5.7	-8	1.5	-3	-2	7.0	-4
35	CCOC(=O)C1=CNS(=O)(=O)NC1c1ccc2ccccc2c1 (stereo not drawn)	x	x	x	6	x	-9	21	0.5	-11
36	CS(=O)(=O)c1nc(S(=O)(=O)c2ccc(Cl)cc2)c(N2CCCCCC2)s1	-5	-4	-0.8	-5	-1.1	2	-10	-0.2	-16
37	CC(=O)c1cccc(NC(=O)N2CCCC2C(=O)Nc2ccccc2C)c1 (stereo not drawn)	-1	-5	-0.1	4	-0.1	-6	16	0.2	3
38	COc1ccccc1CC(=O)NCC1CCCO1 (stereo not drawn)	x	-7	0.3	-8	-0.4	-5	0	0.3	5
39	COC(=O)CSc1nc(N)nc(C)c1Br	-9	-9	1.2	0	0.1	-15	18	0.1	-18
40	COc1ccc(S(=O)(=O)NCCSc2ccccc2)cc1OC	-5	-14	6.4	0	3.5	-8	6	1.3	-16
41	O=C(CSc1ncn(-c2ccccc2)n1)Nc1nc2c(s1)CCCC2	-9	-7	0.8	1	-0.9	-6	17	5.9	-34
42	CC(C)c1ccc2c(c1)C(c1cccs1)=NNC(c1ccncc1)=N2	-13	-14	-0.7	8	-2.1	1	4	0.7	-23
43	O=S(=O)(/N=C(/c1ccc(F)cc1)N1CCCCC1)c1ccc(Cl)cc1	-7	-2	0.6	-1	-0.4	-5	23	0.8	6
44	CCCCN(C(=S)Nc1cccc(SC)c1)C1CCN(C(C)=O)CC1	2	3	-0.2	28	0.5	-17	23	3.9	-13
45	CC[C@]12c3[nH]c4ccc(Cl)cc4c3CCN1C(=O)[C@@H](CC(=O)NCc1ccc(OC)c(OC)c1)C[C@@H]2C(=O)N1CCN(C(=O)c2ccco2)CC1	x	x	x	-24	x	5	10	0.7	-18
46	CN(Cc1ccco1)c1ncnc2ccc(-c3ccc4c(ccn4C)c3)cc12	x	-8	-1.2	-1	-0.6	4	-17	-0.6	-31
47	Cc1ccc(S(=O)(=O)CC(c2ccccc2)N2CCCCC2)cc1 (stereo not drawn)	-6	0	-1.7	-1	-2.1	27*	-16	-0.6	-4
48	COc1ccc(S(=O)(=O)c2ccc(O)cc2)cc1	5	-17	1.3	-15	0.4	-8	14	1.0	-12

Some values from the list:
V1aR counter, cpd 44 = -0.2
M1 ag parental, cpd 48 = 1.0

Other compounds
nr	Structure	GPR7 antagonist	OXTR potentiate	V1aR counter	TAAR1 antag	OXTR ag	CHO-K1 Ca antag	CHO-K1 Ca PAM	M1 ag parental	CHO parental Ca
49	Cc1[nH]c2ccc(F)cc2c1CCN(Cc1ccncc1)C(=S)Nc1cccc(F)c1	17	-8	3.4	21	3.9	0	-7	0.9	-7
50	COc1ccc(CNC(=O)COC(=O)/C=C/c2ccco2)cc1	-3	-9	-0.1	-11	-1.4	-8	10	0.2	-9
51	CC(C)[C@H](NC(=O)c1ccccc1F)C(=O)NCc1ccc(S(N)(=O)=O)cc1	-12	3	0.6	11	0.5	-14	8	0.1	6
52	CC/C(=N\NC(=O)C1CC1)c1cccc(Cl)c1	-13	-4	-0.5	11	-2.0	-9	3	-0.3	6
53	COc1ccc(-n2c(Cc3cccn3C)nnc2SCC(=O)Nc2ccc3c(c2)OCO3)cc1	-8	3	0.5	-26	-1.5	-2	12	-0.4	-14
54	O=C(Cn1c(-c2ccc(Cl)cc2)noc1=O)N1CCN(c2ccccc2F)CC1	0	-7	4.0	25	2.4	-7	8	6.7	-27
55	CC(C)c1ccc(NC2CCCN(C(=O)CCN3CCOCC3)C2)cc1 (stereo not drawn)	-22	-8	0.7	-6	0.2	-17	7	1.0	-16
56	O=C(COc1ccccc1C(=O)NCc1ccccc1)Nc1ccccc1	x	1	3.8	27	2.7	-20	9	9.2	-22
57	CCN1CCN(c2ncnc3c2cnn3-c2ccc(C)cc2C)CC1	x	-3	0.3	-10	0.4	5	10	0.9	-19
58	CN(C(=O)c1ccc2c(=O)n3c(nc2c1)CCCCC3)c1cccc(Cl)c1	3	-1	2.3	0	0.7	-8	-2	2.2	-30
59	O=c1cc(-c2ccc(O)cc2)oc2c(O)c(O)c(O)c(O)c12	-8	-1	0.2	-13	-0.1	2	11	0.5	-18
60	CC(C)(C)NC(=O)CN(C(=O)Cn1nnc(-c2ccc(Cl)cc2)n1)C1CCN(Cc2ccccc2)CC1	2	-16	4.9	x	6.3	-13	16	2.0	-10
61	CC(NC(=O)CSc1ccc(S(=O)(=O)N2CCOCC2)cn1)c1ccc(Cl)cc1Cl (stereo not drawn)	x	x	x	6	x	-8	-4	2.5	x
